GPR151 ag – human GPR151 activation | hit rate 1% among 650,000 | PathHunter beta-arrestin GPR151 cells, luminescence | Q8TDV0 | activation, % at 11.2 µM; in the data active = activation above about 4.9%;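 note: 0% = median of compound wells and 100% = cells with positive control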
Target sequence (Q8TDV0 whole entry, looked up): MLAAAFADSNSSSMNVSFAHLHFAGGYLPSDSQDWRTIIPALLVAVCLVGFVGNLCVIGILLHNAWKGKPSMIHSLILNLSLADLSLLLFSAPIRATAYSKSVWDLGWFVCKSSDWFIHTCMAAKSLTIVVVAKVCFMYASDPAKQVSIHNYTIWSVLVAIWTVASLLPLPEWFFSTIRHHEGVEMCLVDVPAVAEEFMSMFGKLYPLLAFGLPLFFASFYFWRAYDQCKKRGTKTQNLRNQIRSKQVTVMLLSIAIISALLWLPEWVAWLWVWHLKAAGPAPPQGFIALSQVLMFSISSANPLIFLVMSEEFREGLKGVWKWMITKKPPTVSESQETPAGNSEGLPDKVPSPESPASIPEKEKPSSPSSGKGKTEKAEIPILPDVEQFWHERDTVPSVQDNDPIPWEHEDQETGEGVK
TEAD-YAP inh – TEAD-YAP interaction inhibition; HEK-TIYL cells, TEAD-Gal4/YAP UAS-luciferase luminescence; inhibition, % at 9.12 µM; hit rate 1.4% among 640,000; AID 1259422; in the data active = inhibition above about 32%;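 note: 0% = median of test compound wells and 100% = reference inhibitor wells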
MITF inh – blocks human microphthalmia-associated transcription factor. O75030. AlphaScreen MITF homodimerization, bead proximity signal. inhibition, % at 2.6 µM. hit rate 0.91% among 650,000. AID 1259374; in the data active = inhibition above about 50%;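 note: 0% = vehicle wells with protein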
Target sequence (O75030 whole entry, looked up): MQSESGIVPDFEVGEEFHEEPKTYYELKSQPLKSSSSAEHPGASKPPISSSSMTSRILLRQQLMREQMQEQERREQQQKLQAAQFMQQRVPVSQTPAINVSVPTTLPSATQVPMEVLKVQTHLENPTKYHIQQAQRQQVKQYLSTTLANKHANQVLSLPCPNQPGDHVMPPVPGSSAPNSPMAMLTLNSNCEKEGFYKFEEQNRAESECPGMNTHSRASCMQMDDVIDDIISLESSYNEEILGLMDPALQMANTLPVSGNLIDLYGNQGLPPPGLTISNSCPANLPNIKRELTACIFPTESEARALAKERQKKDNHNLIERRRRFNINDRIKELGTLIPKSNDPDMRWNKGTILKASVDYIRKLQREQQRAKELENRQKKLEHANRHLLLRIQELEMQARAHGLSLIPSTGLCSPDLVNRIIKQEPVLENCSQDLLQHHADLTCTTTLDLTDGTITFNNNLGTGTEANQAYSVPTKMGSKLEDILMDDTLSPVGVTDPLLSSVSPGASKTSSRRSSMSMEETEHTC
FBW7 activator – activators of human E3 ligase FBW7; AlphaScreen FBW7–phospho-cyclin E peptide binding, activator screen; normalized activity (activation), % at 26.1 µM; hit rate 0.13% among 650,000; in the data active = normalized activity above about 1.9%;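 note: purified mutant Fbw7 with reduced substrate affinity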
Numbers without * were called inactive.

The first two compounds, ahead of the listing:
Value order – FBW7 activator	MITF inh	TEAD-YAP inh	GPR151 ag
- CCOc1ccccc1NC(=O)NC(=O)N(C1CCCCC1)S(C)(=O)=O
  0.0	-5	2	0.0
- CN1CC[C@@H](Oc2ccc(C(=O)Nc3ccc4[nH]ncc4c3)cn2)C1
  -0.1	-2	13	2.4

This part in full, previewed entries included:
Value order – FBW7 activator	MITF inh	TEAD-YAP inh	GPR151 ag
- CCOc1ccccc1NC(=O)NC(=O)N(C1CCCCC1)S(C)(=O)=O
  0.0	-5	2	0.0
- CN1CC[C@@H](Oc2ccc(C(=O)Nc3ccc4[nH]ncc4c3)cn2)C1
  -0.1	-2	13	2.4
- N#C/C(=C\c1cc2ccccc2nc1Cl)C(N)=S
  0.0	-6	1	2.4
- CC1C2C(c3ccccc3)N(C)C(=O)N(C)C2N(C)C(=O)N1C (centres undefined)
  0.0	1	11	4.0
- N#Cc1ccc(CSc2nnc(-c3cccc(C(N)=S)c3)o2)cc1
  -0.3	-12	2	0.1
- CCn1nc(C)cc1C(=O)N1CCCC(N2CCN(c3ccccc3OC)CC2)C1 (centres undefined)
  0.3	5	4	2.9
- CCOc1cc(CNCCCO)ccc1OC1CCCC1
  0.1	15	-7	0.3
- COCCNc1ccc(-c2ccccc2SC)cn1
  -0.5	18	-20	-0.8
- c1csc(-c2csc3ncnc(N4CCCC4)c23)c1
  -0.2	-5	-9	1.4
- CCCCc1ccc(-n2sc3c(c2=S)-c2cccc(C)c2NC3(C)C)cc1
  -0.1	0	-8	-2.5
- COc1ccccc1N1CCN(C2CCCN(Cc3c(C)nc4sccn34)C2)CC1 (centres undefined)
  0.1	2	21	0.5
- COc1ccc(CNCC2CCCO2)cc1OC (centres undefined)
  -0.2	-8	-1	-0.5
- CCC12C(=O)C(CC)(C(c3ccccc3)=C1c1ccccc1)n1c(=O)n(-c3ccccc3)c(=O)n12
  0.0	9	-10	0.4
- Cc1cc(NC(=O)CCC(=O)N(CC(=O)NCC2CCCO2)c2ccccc2C)no1 (centres undefined)
  0.1	8	-1	0.6
- Cc1ccc(C(C)C)c(OCC(=O)N/N=C\c2ccc([N+](=O)[O-])c(O)c2)c1
  0.1	15	7	-0.3
- Cc1nc2c3ccccc3n(CC(=O)Nc3ccc(C)c(C)c3)c(=O)n2n1
  0.0	1	-2	-1.1
- CCOc1ccc2c(=O)c(Oc3ccccc3Cl)coc2c1
  0.0	-14	-11	-0.9
- Cc1ccc(OCC(=O)Nc2cc(-c3nc4cc(C)ccc4o3)ccc2Cl)cc1
  0.1	-16	2	0.0
- COC(=O)c1ccc(COc2ccc(/C=C/C(C)=N\O)cc2)cc1
  0.2	11	-26	0.7
- CC(C)(C)CC(=O)Nc1nc2ccc(S(C)(=O)=O)cc2s1
  0.1	-2	-19	-1.0
- COc1ccc(N2CC(C(=O)Nc3ccc4ccccc4c3)CC2=O)cc1 (centres undefined)
  0.6	2	3	-0.8
- CCc1ccccc1N1C(=O)NC2CC1(C)Oc1ccc(C(=O)OC)cc12 (centres undefined)
  0.0	6	0	0.3
- CCN1CCN(CC(O)COc2ccc(-c3ccccc3)cc2)CC1 (centres undefined)
  -0.1	-2	-20	2.2
- Cc1cc(N2CCN(Cc3ccccc3)CC2)n2ncnc2n1
  -0.1	1	8	0.0
- COC(OC)C12c3ccccc3C(c3ccccc31)C1C(=O)N(c3ccc(C)cc3)C(=O)C12 (centres undefined)
  0.2	4	-4	0.8
- O=C(NCC(c1ccco1)S(=O)(=O)c1cccs1)c1ccc2c(c1)OCO2 (centres undefined)
  -0.2	11	-20	0.1
- COC(c1ccc2c(c1)CN(C(=O)CC1NC(=O)c3ccccc31)CCO2)C1CCCCC1 (centres undefined)
  1.1	2	2	0.2
- N#CC1=C(N)Oc2n[nH]c(-c3ccc4c(c3)OCO4)c2C1c1ccc(OCc2ccc(F)cc2)cc1 (centres undefined)
  -0.1	0	-40	1.5
- O=C1CCCN1CCn1cnc2c(NCc3ccccc3)nc(Nc3ccncc3)nc21
  0.0	6	8	0.2
- CN=C(c1ccc([N+](=O)[O-])cc1)N(C)C
  0.2	4	-3	-0.3
- COC(=O)C1=C(C)OC(N)=C(C#N)C1c1ccc(Cl)c(Cl)c1 (centres undefined)
  0.0	5	9	1.1
- CCN(C(=O)COc1ccccc1)C1CCCCC1
  -0.1	1	9	3.2
- COc1cccc(C2NC(=O)NC(C)=C2C(=O)OCC2CCCCC2)c1 (centres undefined)
  -0.1	6	7	1.0
- Cn1c(=O)c2cc(C(=O)N3CCN(c4ccccc4)CC3)sc2c2ccccc21
  0.5	15	14	-0.9
- Cc1c(C(=O)N2CCC(C(N)=O)CC2)sc2ncn(C)c(=O)c12
  -0.1	2	2	-0.3
- Cc1c(Cl)cccc1-n1c(SCC(=O)c2ccc(Cl)c(Cl)c2)nc2[nH]ncc2c1=O
  -0.2	-8	-1	0.7
- Nc1cc(C(F)(F)F)ccc1-n1ccnc1
  -0.2	-5	0	0.4
- COc1ccc(/C=C2/c3ccccc3-c3nc4ccccc4cc32)cc1OC
  0.1	8	-11	1.5
- COc1ccc(-c2cnc(NCCCc3ccccc3)c3nccn23)c(OC)c1
  0.2	1	-2	-0.3
- c1cnc(N2CCC(Oc3cccc(-c4cccnc4)c3)CC2)nc1
  0.4	18	2	-0.9
- C=CCn1c(=NC(=O)c2cccc(N3C(=O)CCC3=O)c2)sc2cccc(OCC)c21
  0.1	1	13	0.3
- CC(C)N(C(=O)C[n+]1ccsc1N)c1ccccc1
  0.1	4	5	-0.3
- Cc1ccc2cc(CCNS(C)(=O)=O)c(=O)[nH]c2c1C
  -0.2	-3	-8	-0.4
- CCOc1ccc(C2NC(=O)NC(O)(C(F)(F)F)C2C(=O)c2ccc(Cl)cc2)cc1 (centres undefined)
  0.0	9	3	-0.2
- O=C(Nc1c2c(nn1-c1ccc([N+](=O)[O-])cc1)CS(=O)(=O)C2)c1cccs1
  0.0	11	2	2.2
- Cc1ccccc1C1(CCN)CCOC(C)(C)C1 (centres undefined)
  0.1	2	0	0.7
- CN1CCC(N2CCN(c3ccccc3F)CC2)CC1
  -0.1	24	1	0.9
- COc1ccc(S(=O)(=O)N2CCOC23CCN(C(=O)c2ccc4ccccc4c2)CC3)cc1
  0.0	5	8	1.8
- CCC(=O)Nc1cnc(NC(=O)c2ccco2)cc1C
  -0.1	7	-35	-1.7
- O=C(NCc1cccnc1)c1ccc(-c2cnn(-c3ccc(Cl)cc3)c2)nc1
  0.6	1	-3	-2.4
- O=C(c1ccc2c(c1)OCO2)N1CCN(CCN2C(=O)c3cccc4cccc(c34)C2=O)CC1
  0.0	-8	0	-0.1
- O=C(O)CCC(=O)Nc1cccc(C(=O)Nc2cccc(Cl)c2)c1
  0.1	3	-2	-0.3
- CCc1ccc(S(=O)(=O)N2CCN(c3ccc(C)nn3)CC2)cc1
  0.2	4	5	0.1
- CC1=C(C(=O)OCCOc2ccccc2)C(c2cccc([N+](=O)[O-])c2)NC(=O)N1C (centres undefined)
  -0.1	4	-11	0.7
- O=C(O)c1cccc(-n2cccc2/C=C2\NC(=O)N(Cc3ccc(F)cc3)C2=O)c1
  0.0	21	-1	-0.3
- CCN(CC)c1nc(NC2CC2)nc(N2CCC(N3CCOCC3)CC2)n1
  -0.1	7	6	-0.7
- CNC(=S)N1N=C(c2ccc(Br)cc2)CC1c1ccc(N(C)C)cc1 (centres undefined)
  -0.4	7	-3	1.5
- COC(=O)CSc1nc(C)cc(N2CCOCC2)n1
  0.1	-9	-13	0.6
- COc1cc2nc(N3CCC(N4CCOCC4)CC3)nc(Nc3cc(OC)c(OC)c(OC)c3)c2cc1OC
  -0.1	16	-3	0.9
- COc1ccc2c(CNCc3ccc(C)o3)c(C(=O)O)[nH]c2c1
  0.0	5	9	0.3

The results go on:
Value order – FBW7 activator	MITF inh	TEAD-YAP inh	GPR151 ag
- COc1cc(NC(=O)c2cccc([N+](=O)[O-])c2C)ccc1NC(=O)c1ccco1
  -0.1	8	-20	0.8
- Cc1ccccc1C(=O)N1CCN(c2ccc(-c3noc(C4CC4)n3)cn2)CC1
  0.8	5	6	0.4
- CCCC(NS(=O)(=O)c1ccc(C)cc1)C(=O)Oc1cc2oc(=O)c3c(c2cc1Cl)CCCC3 (centres undefined)
  -0.1	3	-12	-1.4
- COc1cccc(N2C(=O)NC(=O)/C(=C/c3ccc(C(=O)O)cc3)C2=O)c1
  0.1	-15	8	-1.1
- COC(=O)c1c(-c2cc(OC)c(OC)c(OC)c2)c2ccc(OCc3ccccn3)cc2c(=O)n1-c1ccc(N)cc1
  0.1	4	0	-0.8
- COc1ccc(C2C(C#N)=C(N)Oc3c2oc(CO)cc3=O)c(OC)c1OC (centres undefined)
  0.1	4	1	-0.8
- Cc1cc(C)nc(SCC(=O)NC(C)(C)C)n1
  0.0	16	-1	-0.3
- COCCN(CCOC)C(=O)COC(=O)c1ccc(N)c([N+](=O)[O-])c1
  -0.2	-9	-13	0.9
- O=C1Cc2cc(S(=O)(=O)NCCc3ccccc3)cc3c2N1CCC3
  0.0	-10	-15	-0.4
- O=C(c1cccc(NC(=O)C(F)(F)F)c1)c1cccc(NC(=O)C(F)(F)F)c1
  -0.2	6	-3	1.0
- CCCCOc1ccccc1NC(=O)CSc1nnnn1C(C)(C)C
  0.1	-6	-4	-0.2
- CCn1ncc(CNC(=O)c2ccc(Cl)cc2[N+](=O)[O-])c1C
  -0.1	-5	5	-1.3
- Cc1cccc(N2C(=O)CC(N3CCN(c4ncccn4)CC3)C2=O)c1 (centres undefined)
  0.0	2	-6	-0.9
- CCN1C(=O)Cc2cc(NS(=O)(=O)c3ccc(Cl)cc3)ccc21
  -0.1	9	3	-0.5
- O=C(CSc1nc2ccccc2o1)Nc1ccccc1F
  0.0	8	-26	-1.0
- CC(=O)c1cccc(-c2nc(C)cc(NCCCN3CCCC3=O)n2)c1
  0.1	2	-6	0.7
- COc1ccc(CNC(=O)C(=O)NC2CCC(C)CC2)cc1 (centres undefined)
  0.1	5	-7	-1.8
- COc1ccc(CN2CCc3c(nc(N4CCCCC4)[nH]c3=O)C2)c(OC)c1
  0.1	8	5	1.8
- C/C(=N\Nc1ccc(S(N)(=O)=O)cc1[N+](=O)[O-])c1ccc(Cl)cc1
  0.7	15	-1	-0.2
- O=C(CNc1ccc(Cl)cc1)N/N=C\c1cccs1
  -0.1	5	-10	-0.5
- CC(=O)C1=C(O)C(=O)N(CCCN2CCOCC2)C1c1ccccc1F (centres undefined)
  0.1	13	-1	1.3
- COc1ccc(Cl)cc1C(=O)Nc1ccc(S(=O)(=O)N2CCCCCC2)cc1
  0.1	-5	7	-0.5
- CCOC(=O)C1=NN(c2cccc(Cl)c2)C2C(=O)N(c3ccccc3)C(=O)C12 (centres undefined)
  0.0	-12	-3	-1.0
- O=C(CSc1nn2c(SCC(=O)Nc3nccs3)nnc2s1)Nc1nccs1
  -0.4	-1	4	1.6
- Cc1cccc(C(=O)N(C)c2ccccc2)c1
  0.0	1	12	-0.6
- CC(=O)Nc1ccc(CN2CCc3c(nc(N4CCCCC4)[nH]c3=O)C2)cc1
  -0.1	8	0	0.4
- Cc1ccn2cc(CCNC(=O)C3CC=CCC3C(=O)O)nc2c1 (centres undefined)
  0.0	-1	-15	-0.3
- CN(CCc1ccccn1)C(=O)CCC1CCCN(c2ccncc2)C1 (centres undefined)
  -0.1	-3	-11	1.2
- CC(C)Cn1c(O)c(NC(=O)N=N)c2ccccc21
  0.2	16	-4	-1.5
- N=c1c(C(N)=O)cc2c(=O)n3ccccc3nc2n1CCCN1CCOCC1
  0.0	-7	0	-0.2

3 entries out of the list, ordered by molar mass, highest first.
Value order – FBW7 activator	MITF inh	TEAD-YAP inh	GPR151 ag
- N=c1c(C(N)=O)cc2c(=O)n3ccccc3nc2n1CCCN1CCOCC1
  0.0	-7	0	-0.2
- C/C(=N\Nc1ccc(S(N)(=O)=O)cc1[N+](=O)[O-])c1ccc(Cl)cc1
  0.7	15	-1	-0.2
- O=C(CNc1ccc(Cl)cc1)N/N=C\c1cccs1
  -0.1	5	-10	-0.5

The results go on.
Value order – FBW7 activator	MITF inh	TEAD-YAP inh	GPR151 ag
- CC1(C)CC(=O)C2=C(C1)OC1=C(C(=O)CC(C)(C)C1)C2c1ccc(OCc2ccccc2F)cc1
  0.0	4	-3	-0.8
- O=C(c1cccs1)N1CCC(N2CCCCCC2)CC1
  0.6	55*	9	-2.0
- CC(C)NC(=O)Cn1c(SCC(=O)N(C)C)nc2ccccc21
  0.1	16	-2	3.1
- COc1ccc(F)cc1S(=O)(=O)N1CCC(c2ccccc2)C1 (centres undefined)
  0.5	-1	-1	0.0
- COc1cc(NCCNC(=O)Nc2ccccc2F)nc(OC)n1
  -0.1	15	-14	1.2
- Cn1c(COc2ccccc2Cl)nnc1SCC(=O)Nc1cccc(C(=O)O)c1
  0.1	-3	-3	3.2
- CCCOC(=O)C1=C(C)NC(=O)NC1c1ccccc1OC (centres undefined)
  0.1	-2	-6	-0.6
- Cc1ccccc1OCc1nc(-c2ccccn2)n[nH]1
  -0.5	20	-12	2.1
- Cc1oc2c(cc(O)c3ccccc32)c1C(=O)O
  0.0	7	8	0.1

Pulled by structure from the list above:
Value order – FBW7 activator	MITF inh	TEAD-YAP inh	GPR151 ag
- O=C(c1cccs1)N1CCC(N2CCCCCC2)CC1
  0.6	55*	9	-2.0
- CCCOC(=O)C1=C(C)NC(=O)NC1c1ccccc1OC (centres undefined)
  0.1	-2	-6	-0.6
- COc1cc(NCCNC(=O)Nc2ccccc2F)nc(OC)n1
  -0.1	15	-14	1.2
- Cn1c(COc2ccccc2Cl)nnc1SCC(=O)Nc1cccc(C(=O)O)c1
  0.1	-3	-3	3.2
- CC1(C)CC(=O)C2=C(C1)OC1=C(C(=O)CC(C)(C)C1)C2c1ccc(OCc2ccccc2F)cc1
  0.0	4	-3	-0.8

Screening results deposited in PubChem by The Scripps Research Institute Molecular Screening Center.
